PRMT1 inh = PRMT1 (human) inhibition, primary screen; recombinant PRMT1, activity-based probe fluorescence polarization; 370,000 tested, 1.3% active; Q99873; inhibition, % at 2.79 µM; AID 652257;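 active = inhibition above about 21% made by adding two undisclosed values, limit read from the data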
Target sequence (Q99873 whole entry, looked up): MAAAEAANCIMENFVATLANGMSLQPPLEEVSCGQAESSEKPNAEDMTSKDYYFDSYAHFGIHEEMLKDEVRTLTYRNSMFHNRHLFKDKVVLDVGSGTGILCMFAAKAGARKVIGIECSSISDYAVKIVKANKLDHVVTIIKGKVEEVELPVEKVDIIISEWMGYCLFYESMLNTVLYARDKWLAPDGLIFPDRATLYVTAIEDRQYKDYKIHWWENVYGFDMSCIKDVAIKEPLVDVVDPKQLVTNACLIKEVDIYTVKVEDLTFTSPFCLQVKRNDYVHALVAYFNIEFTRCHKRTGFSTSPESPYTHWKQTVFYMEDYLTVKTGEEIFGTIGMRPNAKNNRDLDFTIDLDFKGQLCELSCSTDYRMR
TCR CD3 inh = blocks the human TCR-CD3 interaction; 360,000 tested, 0.37% active; TAMRA-labeled TCR probe fluorescence, biochemical; inhibition, % at 9.4 µM; AID 651800; in the data active = inhibition above about 19%;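 also: recombinant mutant TCR 2C K166C tagged with TAMRA read by polarization; 0% = receptor in buffer alone and 100% = receptor with positive control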
rCAG RNA binder = binds r(CAG) RNA repeats. inhibition, % at 3 µM. 370,000 tested, 1.3% active. r(CAG) RNA repeat, TO-PRO-1 dye displacement fluorescence. AID 651821;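 active = inhibition above the plate cutoff, the mean of all test compounds on that plate plus 3 SD, cut at about 35% in these data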;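 also: 0% = DMSO alone and 100% = 100 µM mitoxantrone as full dye displacement; higher means more dye released from RNA so lower well fluorescence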
TDP2 absorb = blocks human TDP2 phosphodiesterase activity. recombinant TDP2, T5PNP hydrolysis, p-nitrophenol absorbance 415 nm. inhibition, % at 12.8 µM. O95551. AID 720702. 370,000 tested, 0.34% active;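 active = inhibition above the mean of all tested compounds plus 3 SD, set per campaign, cut at about 25% in these data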;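 also: 0% = DMSO with enzyme and 100% = buffer with substrate but no TDP2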
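Test system: human TDP2 enzyme; Input: 120 nM TDP2 per well; Buffer or medium: Mg2+-containing Tris-HCl buffer, pH 7.5; Reagent: 5 mM T5PNP; Dosing: 12.8 µM single point, 1% DMSO; Incubation: reaction 2 h, 37 °C; Detection: p-Nitrophenol epi absorbance; Read-out: % inhibition relative to enzyme-containing and enzyme-free wells; Replicates: single well per compound.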
SIAE primary = human SIAE inhibition, primary screen; Q9HAT2; SIAE FP-Rh probe binding, fluorescence polarization; inhibition, % at 9.66 µM; 370,000 tested, 0.69% active; AID 1053197;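 active = inhibition above a cutoff: mean of compounds within the control limits plus 3 SD of those, cut at about 17% in these data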;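 also: 0% = plate median of compound wells and 100% = probe without SIAE protein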
Target sequence (Q9HAT2 whole entry, looked up): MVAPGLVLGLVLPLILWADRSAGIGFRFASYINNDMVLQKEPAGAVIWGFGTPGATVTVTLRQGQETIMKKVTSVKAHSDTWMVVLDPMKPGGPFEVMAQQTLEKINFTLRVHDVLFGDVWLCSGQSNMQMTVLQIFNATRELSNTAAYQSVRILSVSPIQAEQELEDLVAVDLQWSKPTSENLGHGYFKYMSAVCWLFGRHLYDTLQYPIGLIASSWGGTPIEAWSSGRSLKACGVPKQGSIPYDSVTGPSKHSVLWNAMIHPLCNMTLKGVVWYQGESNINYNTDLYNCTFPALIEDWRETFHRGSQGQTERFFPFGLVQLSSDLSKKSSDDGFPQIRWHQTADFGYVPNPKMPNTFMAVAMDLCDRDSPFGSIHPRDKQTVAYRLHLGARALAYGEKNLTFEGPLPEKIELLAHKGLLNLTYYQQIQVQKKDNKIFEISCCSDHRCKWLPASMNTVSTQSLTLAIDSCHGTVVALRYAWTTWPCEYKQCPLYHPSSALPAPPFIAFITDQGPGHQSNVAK
LEDGF integ inh = blocks HIV-1 LEDGF/p75-dependent DNA integration | TR-FRET IN-LEDGF/p75 DNA integration, Eu/Cy5 | 370,000 tested, 0.64% active | inhibition, % at 3.7 µM;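 active = inhibition above the screen-wide mean plus 3 SD, cut at about 13% in these data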;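 also: signal is the Cy5 over europium emission ratio at 671 and 618 nm; 0% = plate median of compound wells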
ABHD4 inh = inhibits mouse alpha/beta hydrolase domain 4. 370,000 tested, 0.54% active. inhibition, % at 8.92 µM. Q8VD66. purified mABHD4, FP-Rh probe fluorescence polarization. AID 720543;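 active = inhibition exceeding the mean over every tested compound plus 3 SD, cut at about 30% in these data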;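 also: 0% = plate median of compound wells and 100% = S159A mutant with DMSO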
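Test system: mABHD4 protein | Buffer or medium: HEPES pH 7.0 buffer, 150 mM NaCl, 0.01% Pluronic F-127 | Probe or stimulus: FP-Rh fluorescent activity-based probe, added after compound pre-incubation | Timing: Pre-incubation 45 min, probe exposure 60 min, at 25 °C | Technique: Fluorescence polarization, excitation 525 nm, emission 598 nm, BODIPY TMR filters | Repeats: Single well per compound (singlicate)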
HTRA1 inh = blocks human HTRA1 serine peptidase | recombinant HTRA1, FP-rhodamine activity-based probe, fluorescence polarization | inhibition, % at 5.96 µM | AID 504803 | Q92743 | 340,000 tested, 0.5% active; in the data active = inhibition above about 36%;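 also: 0% = enzyme with DMSO and 100% = wells lacking enzyme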
GC-B act = GC-B (human) receptor activation; P20594; HEK293-GC-B cells, CNP EC30, cGMP TR-FRET; 0% at EC30 CNP, 100% saturating CNP; activation, % at 10 µM; 370,000 tested, 0.11% active; AID 1920062;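 active = activation at 10 µM reaching about 35% in either raw or pattern-adjusted values, limit read from the data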
MBD2 inh = blocks human MBD2 binding to methylated DNA; inhibition, % at 4.4 µM; Q9UBB5; TR-FRET, MBD2 binding to methylated oligonucleotide; 370,000 tested, 0.31% active; in the data active = inhibition above about 13%
* = called active by the depositor; · = no result given.

Letter code – A = PRMT1 inh; B = TCR CD3 inh; C = rCAG RNA binder; D = TDP2 absorb; E = SIAE primary; F = LEDGF integ inh; G = ABHD4 inh; H = HTRA1 inh; I = GC-B act; J = MBD2 inh
SMILES: COc1ccc(C2OCC3(CO2)SC(=O)NC3=O)cc1OC (centres undefined)
  A: -2; B: 6; C: 0; D: 1; E: 17*; F: -1; G: 6; H: 6; I: -1; J: 1

SMILES: CN(C)CCN(C(=O)c1ccc(N2C(=O)CCC2=O)cc1)c1nc2cc3c(cc2s1)OCCO3
  A: 8; B: -5; C: 6; D: -8; E: -4; F: -7; G: -3; H: ·; I: 1; J: 0

SMILES: C[C@]12CCC3C(CC[C@H]4CC(O)CC[C@]34C)C1CC/C2=N/NC(=O)c1ccncc1 (some centres undefined)
  A: 1; B: 2; C: -7; D: -16; E: -1; F: 0; G: -6; H: 2; I: 0; J: -3

SMILES: CC(C)[C@H](NC(=O)C1CCCC1)c1nc2ccccc2[nH]1
  A: 7; B: -9; C: -4; D: -13; E: -7; F: -2; G: -10; H: 5; I: 1; J: 7

SMILES: Cc1cc([N+](=O)[O-])cnc1NC(C)c1ccccc1 (centres undefined)
  A: 5; B: -5; C: -5; D: 6; E: 6; F: -2; G: 5; H: -19; I: -6; J: 4

SMILES: CSc1ccccc1OCc1cc(C(=O)N2CCC(Oc3cccnc3)CC2)no1
  A: -3; B: 5; C: -5; D: -8; E: -5; F: -1; G: 7; H: -21; I: -1; J: -2

SMILES: CCCNC(=O)C1(C)CCN(Cc2cc(-c3ccccc3)on2)C1 (centres undefined)
  A: 2; B: -4; C: 0; D: -5; E: -5; F: -2; G: -4; H: ·; I: -2; J: 1

SMILES: CC(C)C(=O)NC(Nc1ccccc1F)C(Cl)(Cl)Cl (centres undefined)
  A: 1; B: -4; C: 1; D: 10; E: 3; F: 1; G: 2; H: -7; I: 4; J: 0

SMILES: O=C(c1ccc2c(c1)OCCO2)N1CCN(Cc2ccccc2)CC1
  A: -1; B: -1; C: -5; D: 10; E: -2; F: -1; G: 6; H: 1; I: 4; J: 5

SMILES: NS(=O)(=O)c1cccc(NS(=O)(=O)c2ccc(/C=C/C(=O)OCC(=O)c3ccccc3)cc2)c1
  A: 9; B: -4; C: 60*; D: -8; E: -22; F: 3; G: -75; H: -17; I: 0; J: 3

SMILES: O=C(COc1ccccc1)Nc1c2c(nn1-c1ccccc1)CS(=O)(=O)C2
  A: -1; B: -16; C: -1; D: -23; E: -1; F: -1; G: 1; H: -4; I: 0; J: -3

SMILES: COc1ccc(N2CCN(C(=O)c3c(-c4ccccc4)noc3C)CC2)cc1
  A: -4; B: 12; C: -1; D: 2; E: 4; F: 0; G: 4; H: -1; I: -2; J: 3

SMILES: Cc1ccc(S(=O)(=O)N2CCOCC2)cc1C(=O)OC1CCCCC1=O (centres undefined)
  A: -3; B: -3; C: -1; D: -1; E: 8; F: 8; G: -2; H: -4; I: -2; J: 3

SMILES: O=C(Nc1ccc(OCC(F)(F)C(F)F)c(C(F)(F)F)c1)c1ccccc1
  A: 2; B: 3; C: 1; D: -2; E: -51; F: -2; G: -50; H: -30; I: 2; J: 1

SMILES: CC(=O)/C=C(\C)N=Nc1c(O)[nH]c2ccccc12
  A: -3; B: -3; C: 7; D: -13; E: 8; F: 2; G: -4; H: 1; I: 3; J: -10

SMILES: CCOC(=O)C1CCN(c2ccc([N+](=O)[O-])cc2)CC1
  A: -2; B: 8; C: -4; D: -4; E: 0; F: -1; G: 1; H: 1; I: 1; J: -4

SMILES: CC(C(=O)Nc1cc(C(F)(F)F)ccc1N1CCOCC1)N1C(=O)C2CC=CCC2C1=O (centres undefined)
  A: 3; B: -10; C: 4; D: -12; E: -3; F: -4; G: 0; H: 0; I: 5; J: 1

SMILES: COc1ccc(NS(=O)(=O)c2cccc(C(=O)N(C)Cc3ccc(SC)cc3)c2)cc1
  A: -3; B: 8; C: 1; D: -3; E: -5; F: 5; G: -11; H: -5; I: -5; J: 1

SMILES: S=c1[nH]cc2cnccn12
  A: 8; B: -2; C: 3; D: -2; E: 1; F: 5; G: -2; H: 7; I: 3; J: 0

SMILES: O=C(NC1CC1)C1=C[C@H](c2ccccc2)C[C@H](OCc2ccc(CO)cc2)O1
  A: -3; B: 2; C: -4; D: -6; E: 5; F: -1; G: -4; H: 3; I: -3; J: -2

SMILES: COc1ccc(Cn2c(C)c(CC(=O)Nc3ccc(Oc4cccnc4)c(C)c3)c3ccccc32)cc1
  A: 3; B: 2; C: 17; D: -6; E: 3; F: -3; G: -1; H: ·; I: 2; J: -2

SMILES: COc1ccc(NC(=O)CSc2nncn2C)cc1OC
  A: 0; B: 6; C: -1; D: -4; E: 33*; F: 1; G: -6; H: 3; I: -2; J: -3

SMILES: O=C(NNc1cc(N2CCOCC2)nc(N2CCOCC2)n1)C12CC3CC(CC(C3)C1)C2
  A: -2; B: -5; C: -3; D: -2; E: -1; F: 1; G: 2; H: 1; I: 4; J: 1

SMILES: N#Cc1cc(Oc2ccc(Cl)cc2)c(N2CCOCC2)cc1C#N
  A: -3; B: -7; C: 2; D: -18; E: -1; F: 0; G: -5; H: -16; I: -5; J: -4

SMILES: CC(C)c1nnc(NC(=O)C2CCN(c3cnccn3)CC2)s1
  A: 1; B: -7; C: -7; D: -1; E: 0; F: -3; G: 1; H: 1; I: -2; J: 0

A few values from the results shown.
Reading for Cc1ccc(S(=O)(=O)N2CCOCC2)cc1C(=O)OC1CCCCC1=O (centres undefined) in HTRA1 inh: -4
Reading for O=C(Nc1ccc(OCC(F)(F)C(F)F)c(C(F)(F)F)c1)c1ccccc1 in MBD2 inh: 1

Profiles, looked up by structure:
Listed for COc1ccc(Cn2c(C)c(CC(=O)Nc3ccc(Oc4cccnc4)c(C)c3)c3ccccc32)cc1 → PRMT1 inh = 3; TCR CD3 inh = 2; rCAG RNA binder = 17; TDP2 absorb = -6; SIAE primary = 3; LEDGF integ inh = -3; ABHD4 inh = -1; HTRA1 inh = ·; GC-B act = 2; MBD2 inh = -2
Listed for CSc1ccccc1OCc1cc(C(=O)N2CCC(Oc3cccnc3)CC2)no1 → PRMT1 inh = -3; TCR CD3 inh = 5; rCAG RNA binder = -5; TDP2 absorb = -8; SIAE primary = -5; LEDGF integ inh = -1; ABHD4 inh = 7; HTRA1 inh = -21; GC-B act = -1; MBD2 inh = -2

New compounds follow
Letter code – A = PRMT1 inh; B = TCR CD3 inh; C = rCAG RNA binder; D = TDP2 absorb; E = SIAE primary; F = LEDGF integ inh; G = ABHD4 inh; H = HTRA1 inh; I = GC-B act; J = MBD2 inh
SMILES: COc1ccccc1/C=N/NC(=O)c1ccc(N(C)S(=O)(=O)c2ccccc2)cc1
  A: 2; B: 23*; C: 3; D: 3; E: -12; F: 0; G: -4; H: -33; I: -5; J: -4

SMILES: Cc1ccsc1S(=O)(=O)N1CCC(CO)(CC2CCCCO2)CC1 (centres undefined)
  A: -2; B: 3; C: -4; D: 2; E: 7; F: 5; G: -4; H: -1; I: 2; J: -7

SMILES: CNc1nnc(SCC(=O)N2c3ccccc3NC(=O)CC2C)s1 (centres undefined)
  A: 1; B: 3; C: 3; D: -6; E: -8; F: -3; G: 3; H: -1; I: -1; J: -1

SMILES: COc1ccc(C(CNC(=O)c2cc3c(s2)CCCC3)N2CCOCC2)cc1 (centres undefined)
  A: -5; B: -4; C: -2; D: -2; E: -3; F: 3; G: -13; H: -5; I: -3; J: 2

SMILES: CCc1cc2ccc(OC)cc2nc1SCC(=O)NNC(C)=O
  A: -6; B: 5; C: -4; D: -7; E: -2; F: 5; G: -5; H: 4; I: -20; J: 3

SMILES: COCc1cc(C)n(CC(=O)Nc2ccccc2C(=O)OC)c(=O)c1C#N
  A: -1; B: 0; C: -1; D: -5; E: -8; F: -4; G: 6; H: -4; I: 2; J: 4

SMILES: O=S(=O)(Nc1ccon1)c1ccc(Br)cc1
  A: 0; B: -2; C: -2; D: 8; E: 8; F: 2; G: 3; H: 1; I: 5; J: 2

SMILES: C=CCN1C(=O)C(CC(=O)O)SC1=Nc1ccc(C(=O)O)cc1 (centres undefined)
  A: 2; B: 9; C: -1; D: -4; E: 3; F: 2; G: 3; H: 7; I: -4; J: 1

SMILES: COC(=O)C1=C(C)N(CC2CCCO2)C(=O)C1 (centres undefined)
  A: 4; B: 1; C: 2; D: 9; E: -3; F: 2; G: 0; H: 0; I: 5; J: 0

SMILES: Cc1cc(NCc2ccc(F)cc2)nc2cc(Cl)ccc12
  A: -2; B: -8; C: 1; D: -7; E: -3; F: 4; G: -7; H: -27; I: 0; J: -5

SMILES: Cc1cccc(C)c1NC(=O)CNC(=O)CNC(=O)Cc1cccc2ccccc12
  A: -3; B: -1; C: 3; D: -1; E: 0; F: 2; G: -4; H: 0; I: -1; J: 0

SMILES: COc1ccc(N(CC(=O)NCc2ccco2)S(C)(=O)=O)c(OC)c1
  A: 6; B: -7; C: -2; D: -1; E: 1; F: -8; G: 11; H: 3; I: -1; J: 4

SMILES: Cc1cccc(NC(=O)c2ccc(S(=O)(=O)NCc3cccnc3)cc2)c1C
  A: -4; B: 6; C: -1; D: 0; E: -6; F: 0; G: 3; H: 4; I: 1; J: 2

SMILES: COc1ccc2oc(=N)c(C(=O)Nc3cccc(C)c3C)cc2c1
  A: 4; B: 2; C: -2; D: 2; E: 4; F: -3; G: 4; H: -2; I: -1; J: 2

SMILES: N#CCSc1nnc(-c2cnccn2)n1Cc1ccccc1
  A: 3; B: 3; C: 3; D: -3; E: 4; F: 1; G: -1; H: -2; I: 4; J: 2

SMILES: COc1ccccc1/C=C/C(=O)OCC(=O)Nc1nnc(-c2ccccc2)o1
  A: -3; B: 2; C: 30; D: 2; E: -1; F: 3; G: 0; H: 1; I: -5; J: -3

SMILES: COC(=O)C1=C(C)N(C)C(=NCc2ccc3c(c2)OCO3)NC1c1ccc(Cl)cc1 (centres undefined)
  A: -2; B: -1; C: 12; D: -6; E: 6; F: 1; G: 0; H: ·; I: -10; J: 2

SMILES: Cc1ccc(-c2nnc(N3CCOCC3)c3ccccc23)cc1S(=O)(=O)NCC1CCCO1 (centres undefined)
  A: -3; B: -3; C: 0; D: 5; E: -4; F: 0; G: 0; H: -3; I: 11; J: 3

SMILES: CC12CCC(C(=O)N(NC(=O)c3ccccc3O)C1=O)C2(C)C (centres undefined)
  A: 3; B: 34*; C: 3; D: -10; E: 7; F: 4; G: 6; H: 11; I: 3; J: 1

SMILES: O=C(N/C(=C\c1ccc(F)cc1)C(=O)N1CCOCC1)c1ccccc1
  A: -1; B: -6; C: 0; D: 0; E: -5; F: 2; G: -6; H: -5; I: -1; J: 0

SMILES: N#C/C(=C\c1c(N2CCOCC2)nc2ccccn2c1=O)C(=O)NC1CCS(=O)(=O)C1 (centres undefined)
  A: -1; B: 4; C: -3; D: 3; E: -1; F: -1; G: 0; H: ·; I: -7; J: -11

SMILES: CCCCCn1c(SCC(=O)OCC)nc2cc(C(=O)NCc3ccco3)ccc2c1=O
  A: 0; B: -4; C: 3; D: -12; E: -6; F: 2; G: -5; H: -6; I: 8; J: 1

Screens (PubChem)

This is a subset. The share of hits here may be higher or lower than overall.
